# Screening results deposited in PubChem BioAssay by several laboratories.
# ssDAF12 agonist – S. stercoralis DAF-12 activation, primary screen; HEK293 ssDAF-12/GRIP1 lit1-tk-luc reporter, luminescence; % of 3 µM dafachronic acid response; activation, % at 6.8 µM; 1% of 370,000 active;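 active = activation above the mean over all tested compounds plus 3 SD, cut at about 0.9% in these data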;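 also: 0% = DMSO-only wells and 100% = 3 µM delta7-dafachronic acid wells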
# sPLA2-III inh – Blocks human group III sPLA2 activity; 0.56% of 370,000 active; QFRET BODIPY PC-A2 liposome hydrolysis, fluorescence; inhibition, % at 12.2 µM;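 active = inhibition above mean plus 3 SD of compounds lying within the high and low control bounds, cut at about 19% in these data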;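 also: 0% = median of test compound wells and 100% = no enzyme DMSO wells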
# Target sequence (Q9NZ20 whole entry, looked up): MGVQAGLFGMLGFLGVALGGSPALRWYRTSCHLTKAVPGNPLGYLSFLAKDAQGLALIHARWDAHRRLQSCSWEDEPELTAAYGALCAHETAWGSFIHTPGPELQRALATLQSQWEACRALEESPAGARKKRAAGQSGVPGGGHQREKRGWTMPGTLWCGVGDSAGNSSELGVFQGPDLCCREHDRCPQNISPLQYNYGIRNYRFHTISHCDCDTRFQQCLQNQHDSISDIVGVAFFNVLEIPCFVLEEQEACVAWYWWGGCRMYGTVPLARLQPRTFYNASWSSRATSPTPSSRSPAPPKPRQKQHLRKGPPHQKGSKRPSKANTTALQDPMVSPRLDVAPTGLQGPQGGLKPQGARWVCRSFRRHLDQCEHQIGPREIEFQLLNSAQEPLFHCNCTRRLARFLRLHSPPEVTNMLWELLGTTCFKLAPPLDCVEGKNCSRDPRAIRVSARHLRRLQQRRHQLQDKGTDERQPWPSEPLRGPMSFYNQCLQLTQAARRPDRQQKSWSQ
# hgDAF-12 ag – activates the H. glycines DAF-12 receptor ligand-binding domain | HEK293 GAL4-hgDAF12 UAS-luciferase reporter, agonist luminescence; normalized to butyrate control | 1.8% of 370,000 active | activation, % at 6.8 µM;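 active = activation above a cutoff set at the mean of all screened compounds plus 3 SD, cut at about 10% in these data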;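 also: 0% = DMSO wells and 100% = sodium butyrate wells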
# DAX1 inh-1 – inhibits human nuclear receptor DAX1 | HEK293 Gal4-DAX1 luciferase reporter, luminescence | inhibition, % at 6.75 µM | 0.99% of 340,000 active | AID 504766;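 active = inhibition above the mean over all tested compounds plus 3 SD, cut at about 4.2% in these data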;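 also: 0% = DAX1-transfected cells with DMSO and 100% = empty-vector control cells with DMSO; inhibition shows as a rise in luminescence from relieved DAX1 repression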
# Target sequence (P51843 207-470 limits assumed): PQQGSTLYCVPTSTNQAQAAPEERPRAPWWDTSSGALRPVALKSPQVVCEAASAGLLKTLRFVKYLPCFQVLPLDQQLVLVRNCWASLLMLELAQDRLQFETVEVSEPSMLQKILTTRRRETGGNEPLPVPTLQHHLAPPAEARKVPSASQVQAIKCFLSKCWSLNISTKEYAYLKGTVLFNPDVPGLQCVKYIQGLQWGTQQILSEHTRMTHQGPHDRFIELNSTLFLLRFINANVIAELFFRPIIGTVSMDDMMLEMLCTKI
# NPR2 activator – GC-B (human) receptor activation | P20594 | HEK293-GC-B cells, CNP EC30, cGMP TR-FRET; 0% at EC30 CNP, 100% saturating CNP | activation, % at 10 µM | 0.11% of 370,000 active | AID 1920062;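 active = activation at 10 µM reaching about 35% in either raw or pattern-adjusted values, limit read from the data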
# FXN GAA850 act – activators of GAA850 frataxin (FXN) promoter; HEK293 lucGAA850 FXN promoter luciferase reporter, 24 h; percent of 10 µM SAHA response; activation, % at 6 µM; 0.56% of 360,000 active;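 active = activation above the average of all compounds screened plus 3 SD, cutoff fixed separately per campaign, cut at about 7.5% in these data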;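 also: 0% = DMSO wells and 100% = 10 µM SAHA wells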
# DAX1 inh-2 – inhibitors of DAX1 repression of SF-1 activated StAR promoter; 1.1% of 370,000 active; inhibition, % at 6.8 µM; AID 652010; HEK293T StAR-luciferase reporter, SF-1/DAX-1 repression relief;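 active = inhibition above the mean over all tested compounds plus 3 SD, cut at about 3.6% in these data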;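 also: 0% = DAX-1 cells with DMSO and 100% = cells lacking DAX-1 with DMSO; higher inhibition means more luminescence from relief of DAX-1 repression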
# hcDAF12 agonist – activates DAF-12 receptor from parasite H. contortus; HEK293 hcDAF-12 lit1-tk-luc reporter, luminescence; 0% DMSO, 100% Δ7-dafachronic acid; activation, % at 6.8 µM; 1.4% of 370,000 active;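 active = activation above the mean of all tested compounds plus 3 SD, cut at about 5.5% in these data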;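 also: 100% = response to 3 µM Δ7-dafachronic acid high control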
# proKLK7 act – activates the human kallikrein-7 zymogen; activation, % at 7 µM; purified proKLK7, EDANS-DABCYL substrate fluorescence; 100% is mature enzyme control, 0% vehicle; 0.9% of 370,000 active; AID 652039; P49862;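 active = activation above the mean of all tested compounds plus 3 SD, computed per campaign excluding outliers beyond control limits, cut at about 13% in these data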
# Target sequence (P49862 whole entry, looked up): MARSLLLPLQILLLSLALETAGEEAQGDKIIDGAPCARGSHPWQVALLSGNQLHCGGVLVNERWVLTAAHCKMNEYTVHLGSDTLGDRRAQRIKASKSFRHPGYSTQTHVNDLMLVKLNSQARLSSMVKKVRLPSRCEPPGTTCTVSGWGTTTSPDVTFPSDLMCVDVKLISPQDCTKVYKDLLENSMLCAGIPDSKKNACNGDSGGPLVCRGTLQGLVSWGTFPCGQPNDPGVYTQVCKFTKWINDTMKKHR
# NPR1 activator – GC-A (human) enzyme activation | P16066 | HEK293 GC-A cells, cGMP TR-FRET, EC30 ANP; 0% at EC30 ANP, 100% saturating ANP | activation, % at 10 µM | 0.14% of 370,000 active | AID 1671463; in the data active = activation above about 40%
# SMARCA2 activ – activators of SMARCA2 function; MG213 cells, MMTV-luciferase reporter, dexamethasone, overnight; activation, % at 9.1 µM; 1% of 370,000 active; AID 652017; in the data active = activation above about 7.8%;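 also: 0% = vehicle wells and 100% = reference activator wells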
# * hit, by the source's call; . = no result given; & = joins results of further samples. No enrichment for hits; overall some 6.7% were active at least once.
canonical_smiles	ssDAF12 agonist	sPLA2-III inh	hgDAF-12 ag	DAX1 inh-1	NPR2 activator	FXN GAA850 act	DAX1 inh-2	hcDAF12 agonist	proKLK7 act	NPR1 activator	SMARCA2 activ
COC(=O)C1(CC2CC(c3cccc(Br)c3)=NO2)CCN(C(=O)OC(C)(C)C)CC1 (stereo unspecified)	-1.3	-6	0.7	-0.8	-3	-0.9	-0.6	-1.3	0.3	0	-1
CC1=C(C(=O)Nc2ccc(Cl)cc2)C(c2ccco2)NC(=O)N1 (stereo unspecified)	-0.7	8	1.2	1.2	1	-2.5	-0.3	0.1	0.3	1	-1
Cc1cccc(-c2nc(CN3CCCC(C(=O)NC4CCC(C)CC4)C3)c(C)o2)c1 (stereo unspecified)	-1.4	-6	-3.2	-1.5	-9	2.0	0.2	-0.6	-0.4	-2	1
CNC(=O)Oc1ccc2c(c1)[C@]1(C)CCN(C)[C@@H]1N2C	-1.9&-1.1	-4&-6	0.8&1.0	0.8&-0.7	3&5	-0.4&0.5	1.2&0.0	-2.3&-0.1	0.7&1.1	4&4	0&-2
COc1ccc(-c2c(-c3ccc(OC)c(C)c3O)n[nH]c2C)cc1	-1.4	-17	-0.4	0.6	-2	0.5	-0.3	-1.8	-1.4	-4	-3
CCS(=O)(=O)N1Cc2cc(C(=O)NCC3CC3)nc(-c3cccc(-c4cccnc4)c3)c2[C@@H]1CCO	-1.2	13	-3.5	.	-5	.	-4.3	-1.4	0.4	-4	-4
O=C(Cn1c(CN2CCCCC2)nc2ccccc2c1=O)Nc1ccccc1	-1.4	-7	-1.6	-0.6	-5	-3.2	0.2	0.3	-0.1	0	-5
CC(=O)N1CCN(C(=O)CSc2nc3c(cnn3-c3ccccc3)c(=O)[nH]2)CC1	-1.4	-2	-2.1	0.7	6	-0.5	0.1	-1.1	-0.4	-4	-3
Cc1ccccc1NC(=O)Cn1c(C)nc2ccc(N)cc2c1=O	-1.5	8	0.1	-0.2	0	1.3	-0.1	0.8	1.3	-1	2
Cc1cc(C)c(C#N)c(Nc2ccccc2)n1	-0.6	0	-1.2	-0.9	5	1.8	-0.3	1.6	0.2	-4	1
COC(=O)/C=C1\OCc2cc(OC)c(OCc3ccccc3)cc21	-1.1	4	-1.2	.	5	.	-1.1	-1.1	0.7	5	-1
O=C(NC1(C(F)(F)F)NC(=O)N(Cc2cccnc2)C1=O)c1ccncc1 (stereo unspecified)	-1.6	10	1.4	-0.1	1	0.8	0.2	-1.8	0.1	0	2
O=C(CCCC(=O)c1ccccc1)NCCc1ccccc1F	-0.6	17	-0.3	1.6	4	1.6	0.0	-3.4	-0.8	6	-2
Cn1nnnc1SCC(=O)Nc1cc(C(=O)O)cc(C(=O)O)c1	0.3	4	0.7	1.2	7	-1.6	0.5	-2.2	-0.4	-1	-2
Cc1ccc(C(=O)OCC(=O)N(CC(C)C)c2c(N)n(Cc3ccccc3)c(=O)[nH]c2=O)s1	-1.1	3	-1.1	0.9	0	-1.7	-0.9	1.0	0.2	2	2
CCOc1ccc2[nH]cc(C(=O)N3CCN(CC)CC3)c(=O)c2c1	-0.9	0	1.4	0.0	0	1.0	-1.0	-2.4	0.3	1	0

# 3 structures already listed, ordered by SMILES length, falling:
canonical_smiles	ssDAF12 agonist	sPLA2-III inh	hgDAF-12 ag	DAX1 inh-1	NPR2 activator	FXN GAA850 act	DAX1 inh-2	hcDAF12 agonist	proKLK7 act	NPR1 activator	SMARCA2 activ
Cc1ccc(C(=O)OCC(=O)N(CC(C)C)c2c(N)n(Cc3ccccc3)c(=O)[nH]c2=O)s1	-1.1	3	-1.1	0.9	0	-1.7	-0.9	1.0	0.2	2	2
CCOc1ccc2[nH]cc(C(=O)N3CCN(CC)CC3)c(=O)c2c1	-0.9	0	1.4	0.0	0	1.0	-1.0	-2.4	0.3	1	0
Cc1ccccc1NC(=O)Cn1c(C)nc2ccc(N)cc2c1=O	-1.5	8	0.1	-0.2	0	1.3	-0.1	0.8	1.3	-1	2

# Further compounds follow:
canonical_smiles	ssDAF12 agonist	sPLA2-III inh	hgDAF-12 ag	DAX1 inh-1	NPR2 activator	FXN GAA850 act	DAX1 inh-2	hcDAF12 agonist	proKLK7 act	NPR1 activator	SMARCA2 activ
COc1ccccc1NC(=O)c1ccc(NS(C)(=O)=O)cc1	-2.3	1	0.2	-0.2	-2	-1.4	0.1	-2.1	-0.6	3	-1
COc1ccc(Cl)cc1Nc1ncnc2sc(C)c(S(=O)(=O)N3CCC(C)CC3)c12	-0.7	1	-1.2	-1.1	-3	0.9	-0.3	-1.9	-0.2	2	-1
CCC(C)N1C(=O)S/C(=C/c2ccc(N3CCOCC3)cc2C)C1=O (stereo unspecified)	-1.8	9	3.6	2.4	1	0.3	-0.9	-2.1	-0.1	3	1
CN(C)C(CNc1ncnc2sc3c(c12)CCCC3)c1ccco1 (stereo unspecified)	-1.8	1	2.2	-0.8	-4	-0.1	-0.7	-1.0	0.4	0	0
CCCN(CC1CC1)C(=O)COC(=O)c1[nH]c(C)c(C(=O)OCC)c1C	-2.2	-4	-1.7	-0.4	4	0.3	-0.8	-3.2	0.8	3	-2
CCNC(=O)C1CC(=O)N(c2ccc(OCC)cc2)C1 (stereo unspecified)	-0.6	1	4.0	0.1	-2	0.7	-0.3	0.9	0.2	-1	0
CC(C)c1ccc(N(C(=O)c2ccco2)C(C(=O)NC2CCCC2)c2ccncc2)cc1 (stereo unspecified)	0.4	-5	10*	0.9	-1	10*	0.7	4.1	-0.2	-3	8.0*
CC(C)CCNC(=O)c1ccc(NC(=O)C2=CSCCO2)cc1	-0.4	0	3.8	0.5	1	4.7	1.5	2.6	0.3	1	2
COc1cc2oc(=O)cc(-c3cccc(-c4cccc(C)c4)c3)c2c(OC)c1OC	-1.9	-9	-2.2	-0.5	14	1.8	-1.2	-2.2	-32	5	-4
Cn1cc(CCOCc2ccccc2)c2ccccc21	0.0	-44	5.7	.	-3	.	1.6	2.9	0.7	-2	4
CCN1C(=O)c2cccc3c(NC(=O)c4ccc(S(=O)(=O)N(C)C)cc4)ccc1c23	0.0	-10	-1.6	0.1	42*	-0.3	-1.6	0.1	1.8	29	-2
Cc1ncc(S(=O)(=O)c2ccccc2)c(-c2ccccc2)n1	-1.1	1	0.8	-1.1	3	-1.2	0.0	-0.9	-0.4	3	-2
Cc1cccc(NS(=O)(=O)c2ccc(C)c(NS(=O)(=O)c3cccs3)c2)c1	-0.9	-37	-1.9	-0.1	8	0.2	-0.9	0.2	-0.2	6	-4
Cc1ccc(NC(=O)c2cc(S(=O)(=O)N3CCCCC3)ccc2N2CCOCC2)cc1F	-1.1	-5	1.3	0.1	0	3.2	0.9	0.9	-0.2	-9	5
CC[C@@]1(C(=O)OC)N[C@H](CN(C)S(=O)(=O)c2ccc(-c3ccccc3)cc2)[C@@H]2C(=O)N(Cc3ccccc3)C(=O)[C@@H]21	-0.8	9	3.5	1.9	3	1.1	1.7	0.9	0.5	-2	-3
Cc1nc2ccccn2c1/C(O)=C1\C(=O)C(=O)N(CCN(C)C)C1c1cccnc1 (stereo unspecified)	-1.7	-2	1.6	-0.5	-4	1.7	0.2	-1.1	0.5	5	2
O=C(Nc1nnc(C2CC2)s1)C1CCCCN1S(=O)(=O)c1ccccc1 (stereo unspecified)	-1.8	4	-1.9	0.0	3	0.7	0.9	-0.5	-0.3	0	-3
CC(C)CC1C(=O)N(Cc2cn(CC3CCCCC3)nn2)CCS(=O)(=O)N1Cc1ccc(-c2cccc(CO)c2)cc1 (stereo unspecified)	-1.3	-44	-2.1	-1.6	0	-5.2	-0.9	-2.8	0.0	-3	-2
CCCCN(CCCC)Cc1ccc(C(=O)NNC(=O)Nc2ccc(Cl)cc2)o1	-1.5	-8	-3.5	-0.2	-4	1.3	-0.2	0.3	0.2	-1	1
C=CCn1c(NCc2c[nH]c3ccccc23)nc2ccccc21	-0.7	-12	6.5	0.8	-1	0.5	0.8	4.6	0.0	-6	3
Cc1csc(NC(=O)c2cc3c(C)nn(Cc4ccccc4Cl)c3s2)n1	-1.9	-10	-3.6	-1.5	9	1.3	-1.3	-2.1	-18	10	-4
CCOC(=O)/C(N=O)=C(\O)C1CCN(C(=O)OCC)CC1	-0.3	-12	-2.0	1.2	0	0.5	0.6	-1.4	-0.7	-2	-3
CN1CCN(c2nc3c(c(=O)[nH]c(=O)n3C)n2Cc2ccccc2)CC1	-0.9	8	-0.5	1.2	2	-1.1	0.3	-1.9	-0.6	-5	-2
COc1ccccc1C1=NC(c2ccc(F)cc2)N=C1C (stereo unspecified)	-2.0	0	5.3	-0.8	1	1.8	1.3	-2.0	-0.3	-1	5
CCOc1ccc(CN(C(=O)c2oc3cc(C)ccc3c2C)C2CCS(=O)(=O)C2)cc1 (stereo unspecified)	-1.9	-6	-0.9	-1.1	0	-1.5	-0.8	-1.4	0.5	-2	1
COc1ccccc1C(=O)Oc1cc(N)n(S(=O)(=O)c2ccccc2)n1	-1.1	5	1.2	0.6	1	0.2	-0.4	0.6	-0.3	6	-2
CC(C)(C)OC(=O)N1CCC(c2c(C(=O)N3CCN(C4CCCCC4)CC3)cnn2-c2ccccc2)CC1	-0.3	-3	0.3	0.4	0	0.4	-0.2	-0.1	-0.2	-2	-1
CCOC(=O)c1[nH]c(C)c(C(=O)NCc2ccc(Cl)cc2)c1C	-1.4	-3	1.0	0.0	7	-1.7	0.1	-1.4	0.4	-2	-3
C/C(=N\NC(=O)c1nnn(-c2nonc2N)c1CN(C)c1ccccc1)c1ccccc1O	-1.6	24*	-0.6	-0.7	-2	-0.2	-3.2	-0.9	-4.1	0	-2
CC(=O)c1ccc(-n2ccnc2)cc1	-1.7	-2	0.2	1.7	-8	1.4	0.0	-2.2	-0.2	-4	1
CSc1ncccc1C(=O)Nc1nc2ccc(S(C)(=O)=O)cc2s1	-0.9	3	5.5	-0.9	-4	1.9	-1.7	0.7	-0.6	-2	8
Clc1ccc(-c2nnsc2SCc2ccccc2)cc1	-0.6	1	8.0	3.1	-4	-0.6	0.4	1.0	-0.2	-1	1
CC(=O)Oc1cc(OC(C)=O)c2c(=O)c(-c3ccc4c(c3)OCCCO4)c(C)oc2c1	-1.3	-7	1.9	4.0	-1	1.8	0.2	-1.7	29*	0	-1
Cc1ccc2c(c1)c1c3n2CCN(C(=O)CCl)C3CCC1 (stereo unspecified)	-1.1	-4	1.2	-0.5	-6	-3.3	-0.7	3.9	2.3	-6	-5
CCn1c2ccccc2c2cc(NC(=O)COC(=O)c3ccc(F)cc3F)ccc21	-1.4	2	-0.2	.	2	.	0.3	-1.2	1.5	0	-4
O=C(CC1Nc2cccc3cccc(c23)NC1=O)Nc1ccc(F)cc1 (stereo unspecified)	-1.3	2	0.1	0.1	2	0.3	-0.1	0.9	-0.8	-6	0
COc1ccc(NC(=O)CC23CC4CC(CC(Br)(C4)C2)C3)c(OC)c1	-1.0	12	4.4	0.2	4	2.8	0.8	1.0	-0.2	4	-3
CC(C)CNC(=O)C1(C)CCCN1Cc1ccccc1OC(F)F (stereo unspecified)	-1.3	0	-2.7	.	-5	-0.5	0.1	2.0	-0.1	-8	0
COc1ccccc1-c1nnc(SCC(=O)Nc2ccc(N3CCOCC3)cc2)n1C	-0.2	3	2.2	-1.3	-6	-0.2	-1.1	3.2	0.2	3	-1
